Bioassay records deposited in PubChem BioAssay by National Center for Advancing Translational Sciences (NCATS).
Tb PGK inh: T. brucei PGK inhibition. Potency, µM (highest dose often 57.5 µM), for the others: top-dose activity change, negative = inhibition, usual class: inhibitors. PGK/GAPDH coupled, Kinase-Glo luminescence, 60 min. actives 0.043% (n = 380,000). AID 602233; note: potency is the fitted concentration of half-maximal effect; % is set by controls: 0 for no effect and ±100 for the full control effect; nearly all actives have a fitted effect of over 60% in size
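Luminescent ATP detection (Kinase-Glo Plus) follows a 60-minute room-temperature incubation, with wells lacking PGK as controls. Buffer: 100 mM TEA (pH 7.6), 5 mM MgCl2, 0.01% Tween-20. Coupling enzyme GAPDH (100 nM final) supplies unstable 1,3-BPG in-well.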
PI4K2A inh: inhibitors of human PI4K2A. purified PI4K2A, ADP-Glo luminescence, 1 h; active compounds read low. activity change, negative = inhibition, % at 76.9 µM. actives 0.13% (n = 420,000). AID 1346378; in the data active = activity change below about -50%; inconclusive = mostly about -30% to -49%;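 note: -100% = wells without enzyme as full effect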
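In this quantitative HTS, ADP production by PI4K2A was quantified luminescently after 1 h at ambient temperature; 100 microM adenosine served as plate-quality control.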
USP1-UAF1 inh: inhibitors of human USP1/UAF1 deubiquitinase. O94782. recombinant USP1/UAF1, Ub-Rhodamine cleavage fluorescence. Potency, µM (doses to about 57.1 µM), without a hit: at the top dose activity change, negative = inhibition, actives largely listed as inhibitors. actives 0.23% (n = 390,000); note: potency is the fitted concentration of half-maximal effect; % is set by controls: 0 for no effect and ±100 for the full control effect; nearly all actives have a fitted effect of over 60% in size; inactives centre near -12
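In this screen, compounds sit with the deubiquitinase complex (1nM) for 15 min at room temperature before Ub-Rho is added at 150nM final. Fluorescence rise is then followed for 6 reads every 60 seconds.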
rTrxR1 inhibitor: rat TrxR1 inhibition; AID 588453; recombinant rTrxR1, NADPH fluorescence consumption, selenite substrate; Potency, µM (highest dose often 114 µM), without a hit: top-dose activity change, negative = inhibition, most hits filed as inhibitors; actives 1% (n = 390,000); note: potency is the fitted concentration of half-maximal effect; % is set by controls: 0 for no effect and ±100 for the full control effect; nearly all actives have a fitted effect of over 65% in size
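Rat TrxR1 (90 nM in the dispensed reagent) was pre-reduced with 400 uM NADPH for 5 min at room temperature, then incubated with compound for 15 min. After 400 uM selenite was added, NADPH fluorescence (Ex 340/Em 450 nm) was followed for 8 min.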
TrxR1 substrate: is turned over as a substrate by rat TrxR1; O89049; purified TrxR1 substrate turnover, NADPH consumption readout; Potency, µM (doses to about 114 µM), for inactives: top-dose activity change, negative = substrate turnover; actives 0.01% (n = 390,000); note: potency is the fitted concentration of half-maximal effect; % is set by controls: 0 for no effect and ±100 for the full control effect; nearly all actives have a fitted effect of over 50% in size
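Rat TrxR1, dispensed at 90 nM, was prereduced with 400 uM NADPH (final) for 5 min at ~22 deg C, then incubated with compound 15 min before 400 uM selenite. A first-read NADPH fluorescence drop versus no-compound background flagged substrates.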
Pin1 inh: blocks the human prolyl isomerase Pin1; actives 0.009% (n = 390,000); Potency, µM (doses to about 115 µM), for inactives: at the top dose activity, negative = inhibition, most hits filed as inhibitors; Q13526; AID 504891; Pin1 FP peptide displacement, HiFluor488, 10 min; active = well fitted inhibition curve with a large enough effect in the polarisation, with a control signal flat, not every such curve was filed as active; inconclusive = small, poorly fitted or top-dose-only effect, or effect the other way, or a change in a side signal; inactive = no such curve, though single readings can be large or run the other way; the % refers to the polarisation; note: potency is the fitted concentration of half-maximal effect; % is set by controls: 0 for no effect and ±100 for the full control effect
Target sequence (Q13526 whole entry, looked up): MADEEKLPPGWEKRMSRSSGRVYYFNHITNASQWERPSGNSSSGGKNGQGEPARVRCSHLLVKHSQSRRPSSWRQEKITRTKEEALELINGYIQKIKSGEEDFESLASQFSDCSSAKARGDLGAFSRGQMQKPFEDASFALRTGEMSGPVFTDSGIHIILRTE
mIDH1 inhibitor: inhibitors of human mutant IDH1 R132H; O75874; IDH1-R132H enzyme, NADPH consumption, diaphorase/resazurin fluorescence; Potency, µM (top dose mostly 76.6 µM), for the others: at the top dose activity change, negative = inhibition, hits mostly inhibitors; actives 0.093% (n = 390,000); note: potency is the fitted concentration of half-maximal effect; % is set by controls: 0 for no effect and ±100 for the full control effect; nearly all actives have a fitted effect of over 65% in size
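IDH1-R132H (0.5 ug/mL dispensed) in pH 7.5 Tris buffer was preincubated 30 min with compound, then given a substrate mix of 0.016 mM NADPH and 2 mM alpha-KG for 80 min at room temperature; remaining NADPH was read by diaphorase/resazurin fluorescence.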
GLS inhibitor: inhibitors of human glutaminase (GLS); O94925; GLS enzymatic activity, qHTS titration; Potency, µM (doses to about 45.5 µM), inactives show at the highest dose activity change, negative = inhibition, usual class: inhibitors; actives 0.21% (n = 410,000); note: potency is the fitted concentration of half-maximal effect; % is set by controls: 0 for no effect and ±100 for the full control effect
Target sequence (O94925 whole entry, looked up): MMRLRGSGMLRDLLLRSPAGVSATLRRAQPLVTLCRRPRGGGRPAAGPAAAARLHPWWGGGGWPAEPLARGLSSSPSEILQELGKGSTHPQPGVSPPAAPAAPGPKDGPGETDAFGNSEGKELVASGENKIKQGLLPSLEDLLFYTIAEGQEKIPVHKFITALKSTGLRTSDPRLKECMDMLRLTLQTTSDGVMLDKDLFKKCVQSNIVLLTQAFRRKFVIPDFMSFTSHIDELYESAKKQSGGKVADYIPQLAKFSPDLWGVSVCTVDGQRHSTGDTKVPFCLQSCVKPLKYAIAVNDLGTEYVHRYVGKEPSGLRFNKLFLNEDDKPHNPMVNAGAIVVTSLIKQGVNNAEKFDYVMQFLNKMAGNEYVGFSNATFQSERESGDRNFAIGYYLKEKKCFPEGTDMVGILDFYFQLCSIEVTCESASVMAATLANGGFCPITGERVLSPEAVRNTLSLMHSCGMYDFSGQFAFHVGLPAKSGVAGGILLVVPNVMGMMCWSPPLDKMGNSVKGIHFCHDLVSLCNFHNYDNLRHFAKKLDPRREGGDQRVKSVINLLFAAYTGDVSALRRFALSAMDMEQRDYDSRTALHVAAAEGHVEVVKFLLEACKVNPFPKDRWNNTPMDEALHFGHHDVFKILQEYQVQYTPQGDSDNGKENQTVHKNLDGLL
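Enzyme dispensed in phosphate buffer (45 mM, pH 8.2, 0.02% Tween-20), compounds pinned in, then 1 mM L-glutamine solution and the glutamate oxidase–HRP–Amplex Red mix added; fluorescence read immediately and again after 30 min at room temperature.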
HP1b chromo inh: inhibitors of HP1-beta chromodomain binding to methylated histone tails | P83916 | AlphaScreen HP1-beta / biotin-H3K9me3 peptide binding | Potency, µM (doses to about 114 µM), for inactives: top-dose activity change, negative = inhibition, usual class: inhibitors | actives 0.56% (n = 390,000) | AID 540317; note: potency is the fitted concentration of half-maximal effect; nearly all actives have a fitted effect of over 70% in size; inactives centre near 23
Target sequence (P83916 whole entry, looked up): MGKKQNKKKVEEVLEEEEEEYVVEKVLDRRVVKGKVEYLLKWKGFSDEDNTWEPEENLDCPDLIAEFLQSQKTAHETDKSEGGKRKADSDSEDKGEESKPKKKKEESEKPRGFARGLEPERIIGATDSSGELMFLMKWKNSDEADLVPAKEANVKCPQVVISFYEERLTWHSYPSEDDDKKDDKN
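Compound inhibition of the preformed complex between 50 nM HP1-beta and 50 nM biotinylated H3K9me3 peptide was read by AlphaScreen. Buffer was PBS pH 7.4 with 0.01% Tween-20. Incubations ran 30 min at room temperature, with 10 ug/mL donor/acceptor beads.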
An asterisk follows results filed as active; i = inactive; ? = inconclusive; · = not tested or not shown; [ ] = another dose, or the depositor's remark. Unless noted, calls come from the whole dose curve; as a rule, active = well fitted curve in the direction sought with a large enough effect; inconclusive = small, poorly fitted or top-dose-only effect, or another doubt; inactive = no such curve, though single readings can be large; an effect the other way counts as inactive or inconclusive. Only part of the results is shown, so the mix of outcomes need not match the whole.

SMILES	Tb PGK inh	PI4K2A inh	USP1-UAF1 inh	rTrxR1 inhibitor	TrxR1 substrate	Pin1 inh	mIDH1 inhibitor	GLS inhibitor	HP1b chromo inh
COC(=O)Cn1cnc2sc(C)c(S(=O)(=O)N3CCC(C)CC3)c2c1=O	-8%	-17	0%	-7%	-4%	0%	11%	5%	36%[activator]
Cc1cccc(C)c1NC(=O)CNC(=O)C1CC(=O)N(Cc2ccccc2)C1 (stereo unspecified)	i	8	-9%	13%	-3%[57.1 µM]	-5%	-6%	-3%	8%
CC(C)CN(CC(C)C)C(=O)COn1nnc2ccc(S(=O)(=O)N3CCOCC3)cc21	i	-1	0%	5%	-6%	-3%	-4%	-3%	17%
COc1cc(OC)cc(C(=O)NC2CCN(C(=O)N3c4ccccc4Sc4ccccc43)CC2)c1	-7%	-2	0%	12%	5%	9%	1%	0%	11%
CCCCCCC(=O)NCC(=O)OCC(=O)c1ccccc1	-9%	-7	-7%	11%[57.1 µM]	5%[57.1 µM]	-6%	-2%	6%	61%[activator]
CCCc1cc(=O)oc2cc(OCC(=O)NC3CC(C)(C)NC(C)(C)C3)ccc12	-4%	-1	-16%	7%	28%	5%	-11%	3%	21%
Cc1ccc2oc(-c3cc(NC(=O)c4ccco4)ccc3Cl)nc2c1	-1%	-3	-3%	-15%	-8%	36%[activator]	17%	6%	3%
COc1ccc(NC(=O)CNC(=O)C23CC4CC(CC(C4)C2)C3)c(OC)c1	-1%	0	-2%	-17%[57.1 µM]	-10%[57.1 µM]	-3%	12%	2%	6%
Cn1cccc1Cc1nnc(SCC(N)=O)n1CCc1ccccc1	i	3	-16%	-15%[57.1 µM]	-5%[57.1 µM]	-4%	12%	-9%	36%
CC(C)(C)/C=N/NC(=O)CNC(=O)c1ccc2c(c1)OCCO2	-8%	0	-20%	3%	2%	4%	8%	-2%	63%[activator]
Cc1cc(N=Nc2ccccc2C(=O)O)c(C)c(C)c1O	-3%	-1	?	-6%	-14%	105%[activator]	0%	?	?
CC(C)c1c(O)nc(SCCN2CCOCC2)[nH]c1=O	·	1	-13%	12%	1%[57.1 µM]	-3%	4%	5%	35%
Cc1ccc(S(=O)(=O)c2c(O)cc(C)c(NS(=O)(=O)c3ccc(Cl)cc3)c2C)cc1	-3%	2	-16%	3%[11.4 µM]	-6%	5%	-3%	0%	1%
C=CCSC1=NNC(c2ccc(C(C)(C)C)cc2)=NN1	-2%	0	-4%	16%[57.1 µM]	-4%	-6%	8%	-1%	12%
O=C(CSc1nc2ncccc2[nH]1)c1ccc2c(c1)OCO2	-4%	-3	-20%	21%	6%	5%	0%	-5%	41%[activator]
CCc1nc(C)c(C#N)c2cc(OC)c(OC)cc12	2%	-1	-5%	4%	3%	-1%	6%	-6%	25%
Cc1ccc(-n2ncc(C(=O)N3CCN(c4ccccn4)CC3)c2C2CCN(C(=O)OC(C)(C)C)CC2)cc1C	-1%	-2	1%	10%	-5%	-13%	5%	-4%	30%
Nc1cc(OC(=O)c2ccco2)nn1S(=O)(=O)c1ccc(F)cc1	-3%	36	-11%	7.1µM*	-4%[57.1 µM]	-1%	-2%	63%[activator]	38%[activator]
CCOC(=O)Cc1csc(SCc2nc3sc4c(c3c(=O)[nH]2)CCC4)n1	-1%	4	-7%	-9%	-2%	23%	3%	13%	26%
Cc1cc(C)n(-c2nc3ccccc3s2)n1	-3%	-4	-20%	17%	11%	-2%	1%	-1%	158%[activator]

Ordered by molecular weight (ascending): part of the list above
SMILES	Tb PGK inh	PI4K2A inh	USP1-UAF1 inh	rTrxR1 inhibitor	TrxR1 substrate	Pin1 inh	mIDH1 inhibitor	GLS inhibitor	HP1b chromo inh
Cc1cc(C)n(-c2nc3ccccc3s2)n1	-3%	-4	-20%	17%	11%	-2%	1%	-1%	158%[activator]
Cc1cc(N=Nc2ccccc2C(=O)O)c(C)c(C)c1O	-3%	-1	?	-6%	-14%	105%[activator]	0%	?	?
C=CCSC1=NNC(c2ccc(C(C)(C)C)cc2)=NN1	-2%	0	-4%	16%[57.1 µM]	-4%	-6%	8%	-1%	12%
Cc1ccc2oc(-c3cc(NC(=O)c4ccco4)ccc3Cl)nc2c1	-1%	-3	-3%	-15%	-8%	36%[activator]	17%	6%	3%
Cn1cccc1Cc1nnc(SCC(N)=O)n1CCc1ccccc1	i	3	-16%	-15%[57.1 µM]	-5%[57.1 µM]	-4%	12%	-9%	36%
COc1ccc(NC(=O)CNC(=O)C23CC4CC(CC(C4)C2)C3)c(OC)c1	-1%	0	-2%	-17%[57.1 µM]	-10%[57.1 µM]	-3%	12%	2%	6%
CCOC(=O)Cc1csc(SCc2nc3sc4c(c3c(=O)[nH]2)CCC4)n1	-1%	4	-7%	-9%	-2%	23%	3%	13%	26%
Cc1ccc(S(=O)(=O)c2c(O)cc(C)c(NS(=O)(=O)c3ccc(Cl)cc3)c2C)cc1	-3%	2	-16%	3%[11.4 µM]	-6%	5%	-3%	0%	1%
COc1cc(OC)cc(C(=O)NC2CCN(C(=O)N3c4ccccc4Sc4ccccc43)CC2)c1	-7%	-2	0%	12%	5%	9%	1%	0%	11%

(cont.)
SMILES	Tb PGK inh	PI4K2A inh	USP1-UAF1 inh	rTrxR1 inhibitor	TrxR1 substrate	Pin1 inh	mIDH1 inhibitor	GLS inhibitor	HP1b chromo inh
CCCS(=O)(=O)c1nc(S(=O)(=O)c2ccc(C)cc2)c(N2CCC(O)CC2)s1	-1%	1	-11%	7%	-8%	1%	-14%	0%	56%[activator]
O=C(CNC(=O)C1CCCCC1)OCC(=O)c1ccc(C2CCCCC2)cc1	·	·	·	3%	-5%	4%	·	·	18%[57 µM]
CN(C)S(=O)(=O)c1ccc(C(=O)N2CCN=C2SCc2cccnc2)cc1	-2%	-12	0%	16%	-6%	1%	-6%	0%	38%
O=C(Nc1ccc(Br)cn1)C1CCN(S(=O)(=O)c2cccs2)CC1	-3%	0	-15%	12%	1%	0%	-6%	0%	-13%
CCN(CC(=O)NCc1ccc(Cl)cc1)C(=O)c1ccc(S(=O)(=O)NCc2ccco2)cc1	-8%	2	-5%	-12%	-6%	1%	0%	-1%	14%
CCS(=O)(=O)c1nc(S(=O)(=O)c2ccc(C)cc2)c(N2CCOCC2)s1	5%	2	-9%	1%	-5%	0%	-15%	2%	36%
COc1ccc(C(=O)Nc2c(N)nc(SCC(=O)Nc3ccc(C(C)=O)cc3)[nH]c2=O)cc1	6%	-11	-19%	-6%	-4%	3%	4%	8%	27%
Cn1c(SCC(=O)N2CCCC2)nnc1-c1ccc(S(=O)(=O)N2CCCC2)cc1	-4%	0	-10%	4%[57.1 µM]	21%[57.1 µM]	0%	1%	5%	37%
CSc1nnc(C)c(=O)n1COC(=O)c1ccc(S(=O)(=O)N(C)C)cc1	i	-3	-19%	-15%	2%	-12%	0%	3%	3%
CCCN1C(C)C(C(=O)OCC)=CN(Cc2cccc(I)c2)S1(=O)=O (stereo unspecified)	-7%	-1	-11%	23%	5%	9%	25%	0%	92%[activator]
Brc1ccc(-c2nnc(-c3ccccc3Br)o2)cc1	-1%	0	-16%	15%[57.1 µM]	11%[57.1 µM]	1%	5%	-5%	47%[activator]
CCOc1ccc(S(=O)(=O)N2CCOCC2)cc1NC(=O)C1CCC1	-9%	-2	-23%	8%	0%	-10%	0%	-3%	34%
O=C(COC(=O)c1ccccc1NS(=O)(=O)c1cccs1)NCC12CC3CC(CC(C3)C1)C2	i	-3	-22%	6%	9%	13%	1%	4%	13%
CC1CCN(C(=O)c2[nH]cnc2C(=O)Nc2cccc(Cl)c2)CC1	-6%	-9	18%	18%	2%	1%	3%	11%	47%[activator]
Cc1cc(C(=O)N2CCc3ccccc3C2)c(C)o1	-7%	-4	-7%	-10%	-1%	-4%	18%	6%	-4%
CC(C)C(=O)Nc1ccc2c(c1)C(=O)NC2=O	i	1	-3%	13%[57.1 µM]	54%[activator][57.1 µM]	59%[activator]	4%	-5%	31%[activator]
O=C(CCNC(=O)c1ccc([N+](=O)[O-])cc1)Nc1ccccc1N1CCOCC1	-9%	-1	-21%	15%	4%	-5%	1%	-1%	35%
CN(C)S(=O)(=O)N(CC(=O)NCCSCc1ccc(Cl)cc1)c1ccccc1	8%	-2	-24%	-3%	-10%	1%	-6%	-3%	40%[activator]
COc1ccc(NC(=O)CSCC(=O)N2CCN(c3cccc(C(F)(F)F)c3)CC2)cc1	-5%	-1	-22%	2%	-8%	1%	6%	0%	29%
CN1CCN(c2ccccc2NC(=O)c2c(F)cccc2F)CC1	8%	2	4%	11%	9%[57.1 µM]	3%	0%	2%	29%
CCOc1ccc(-n2c(Cc3ccccc3)nnc2SCc2c(C)noc2C)cc1	-1%	4	-25%	10%[57.1 µM]	7%[57.1 µM]	-4%	2%	8%	36%
Cc1ccc(NC(=O)CCS(=O)(=O)c2cc3c4c(c2)CCN4C(=O)CC3)c(C)c1	-4%	-2	-22%	17%[57.1 µM]	7%[57.1 µM]	-10%	-13%	-1%	18%
Cc1c(Cl)cccc1NC(=O)CCCn1nc([N+](=O)[O-])cc1C	-8%	-2	-6%	-20%	-20%	-4%	-1%	10%	19%
